All columns: NCI-60 one-dose screen, growth in % after 48 h at 10 µM unless noted; 100 = growth as untreated, 0 = no growth, -100 = all killed.
MALME-3M – MALME-3M melanoma | actives 5.8% (n = 78,000) | AID 1794766
BT-549 – BT-549 breast cancer; actives 4.4% (n = 78,000)
UACC-257 – UACC-257 melanoma. actives 4.4% (n = 78,000)
LOX IMVI – LOX IMVI melanoma | actives 7.4% (n = 79,000) | AID 1794757
T-47D – T-47D breast cancer | actives 5% (n = 79,000) | AID 1794792
HS 578T – HS 578T breast cancer | AID 1794788 | actives 4.1% (n = 78,000)
UACC-62 – UACC-62 melanoma; AID 1794756; actives 5.4% (n = 81,000)
SK-MEL-2 – SK-MEL-2 melanoma; actives 4.7% (n = 77,000); AID 1794763
Starred values were filed as active, the others as inactive; . = no result given; & = joins results of further samples. Rule for the calls: active = growth percent below 10; inactive = the rest.

SMILES	MALME-3M	BT-549	UACC-257	LOX IMVI	T-47D	HS 578T	UACC-62	SK-MEL-2
CCC(CC)Cc1cccnc1	88	102	107	99	103	103	112	86
COc1ccc(/C(C)=C(\c2ccc(Cl)cc2)c2ccc(OCCCN(C)C)cc2)cc1F	17	88	17	-74*	67	56	46	97
OC1c2ccccc2Oc2ccccc21	118	107	113	93	109	86	84	104
CCCCCC(=O)N1c2ccccc2NC2=C(C(=O)CC(c3ccc(OC)c(OC)c3)C2)C1c1ccc(C(F)(F)F)cc1 (configuration not stated)	84	76	42	61	37	79	54	48
COc1ccc(C(=O)CSc2nccc(Nc3ccc(S(=O)(=O)Nc4cc(C)on4)cc3)n2)cc1	116	.	104	99	88	107	109	106
CCCCCc1cc[n+](/C=C/c2ccccc2)cc1	69	58	59	92	61	84	81	93
COc1ccccc1C1C(C#N)=C(N)N(c2ccc(F)cc2F)C2=C1C(=O)CC(C)(C)C2 (configuration not stated)	66	101	107	92	85	101	95	114
Clc1nc2ccccc2nc1Cl	115&98	99&98	104&98	94&99	109&95	98&96	99&93	102&105
CCOC(=O)CCCCSCCCCC(=O)OCC	97	113	98	99	99	102	91	119
CCOC(=O)c1cn2c3c(c(C)cc(C)c3c1=O)C(=O)/C(=C/c1ccccc1)C2	120	92	98	101	57	97	77	96
CC[C@@]1(O)C(=O)OCc2c1cc1n(c2=O)Cc2cc3c(CN(C)C)c(O)ccc3nc2-1	-40*	-15*	6.0*	-35*	8.7*	29	-71*	-18*
Cc1ccc(-n2c(=S)[nH]c3sc4c(c3c2=O)CCC(=O)C4)cc1	51	60	55	36	42	34	10	40
C=CC(=O)OCCCCCCC	96	100	.	96	84	116	104	94
CN(CCC(=O)/C(=C\c1ccccc1)c1ccc(Cl)cc1)Cc1ccccc1	18	13	54	-58*	15	29	-37*	58
O=C(Nc1ccc2c(O)cc(S(=O)(=O)O)cc2c1)c1ccc([N+](=O)[O-])cc1	100	94	75	95	86	103	101	102
O=C(N/N=C/c1cccc(C(F)(F)F)c1)c1cc(-c2nc3ccccc3[nH]2)nc2ccccc12	109	85	112	90	82	111	76	97
O=S(CCc1ccccc1)Nc1ccccc1 (configuration not stated)	98	108	89	98	91	89	90	85
Cc1ccc(Nc2nc(NN)nc(N(c3ccccc3)c3ccccc3)n2)cc1	78	91	99	61	55	90	59	94
CN(C)CCCNc1nn2c(=O)c3ccccc3nc2c2ccccc12	66	76	.	34	92	62	67	.
O=C(Cn1cc[n+](CC(=O)c2ccc([N+](=O)[O-])cc2)c1)Nc1cccc2cccnc12	83	87	83	85	89	93	88	93
O=C(OCCO)c1ccccc1O	72	64	94	95	111	161	123	103
c1ccc(N(CSc2nc3ccccc3s2)c2ccccc2)cc1	113	98	99	89	104	93	87	118
COc1ccc(/C(C)=N/Nc2ccc([N+](=O)[O-])cc2[N+](=O)[O-])cc1	100	.	100	98	.	90	.	95
O=C1CCC(Sc2ccccc2)N1 (configuration not stated)	107	113	106	97	102	102	100	109
CC(O)c1cc2ccccc2c(=O)o1 (configuration not stated)	98	105	97	97	104	103	98	.
COc1cc(/C=C/C(=O)c2ccc(F)cc2)ccc1OCCCCOc1ccc(/C=C/C(=O)c2c(C)nc3ccccc3c2C)cc1OC	105	154	70	90	93	117	73	50
O=C(Nc1ccc(Br)cc1F)c1cc(F)ccc1O	-21*	.	-11*	9.8*	-3.9*	1.1*	-16*	-29*
Nc1ccc(OC(=O)Oc2ccc(N)cc2)cc1	117	84	84	95	90	115	88	114
CNC(=O)c1cc(-n2ccc3cc(NS(=O)(=O)c4cc(C(F)(F)F)cc(C(F)(F)F)c4)ccc32)ccn1	103	113	100	107	97	107	81	108
COc1cc2cc(NCc3ccncc3)nc(C)c2cc1OC	108	78	79	88	71	84	98	100
CC1(c2ccc3ccccc3c2)CCC(=O)O1 (configuration not stated)	97	104	96	93	103	125	96	87
N#Cc1c(-c2ccc(Cl)cc2)nc(SCC(=O)c2ccc(Br)cc2)[nH]c1=O	110	117	106	103	105	94	112	104
CCCCCC(O)C1C(=O)OC(C)C(O)/C=C/C=C/C=C/C=C\C=C(\C)C(O)CC(O)CC(O)CC(O)CC(O)CC(O)CC1O (configuration not stated)	113&93	101&117	115&102	99&89	103&95	98	106&102	111&92
C[n+]1ccc(CCSc2ccccc2)cc1	102	90	73	97	94	102	95	105
CCN(CC)CCNC(=O)COc1ccc(OC)cc1	93	99	102	97	102	104	108	101
O=C(O)CCCN1C(=O)/C(=C/C(Cl)=C/c2ccccc2)SC1=S	-3.0*	7.7*	41	-56*	45	32	10	59
O=C1c2cccc3cccc(c23)C(=O)N1N1C(=O)c2cccc3c(N4CCCCC4)ccc(c23)C1=O	95	103	103	96	94	102	93	109
COc1ccc(/C=N/N=C(/C)c2nnn(-c3ccc(Cl)cc3)c2C)cc1	90	104	93	101	95	101	92	103
O=C1/C(=C/c2ccccc2O)COc2ccc(-c3ccccc3)cc21	98	125	109	91	102	85	91	92
COc1ccc(C=Nc2ccc(/C=C\C(=O)O)cc2)cc1	105	116	109	94	100	93	94	112
CCOC(=O)c1cn(CCN(C)C)c2nc(NCc3ccc(OC)c(OC)c3)nn2c1=O	100	109	.	97	94	101	103	98
Fc1ccc(-c2nc3ccc(F)cc3s2)cc1	112	93	73	98	77	104	94	98
O=C(NS(=O)(=O)c1ccc(Cl)cc1)n1ccc2cc(Br)cnc21	102	95	103	103	98	110	101	95
CCCCNC(C(=O)c1ccccc1)c1ccc(OC)cc1 (configuration not stated)	98	99	.	93	90	92	96	95
CC(C)(C)C(=O)Nc1cc(NC(=O)C(C)(C)C)cc(C(=O)Nc2ccccc2)c1	105	99	99	96	103	112	111	100
CCSc1cc(Cl)nc(N)n1	121	116	21	97	108	109	90	106
Cc1ccc(S(=O)(=O)N(C)c2ccccc2C(N)=O)cc1	122	99	107	106	99	115	99	98
CCN1CCN(Cc2ccc(C(=O)Nc3cccc(-c4cn(-c5ccc6oc(=O)ccc6c5)nn4)c3)cc2C(F)(F)F)CC1	-100*	-79*	-50*	-100*	83	-22*	-100*	66
CN(Cc1ccccc1)/C(N)=N/N	103	105	106	99	101	104	122	106
CCCCC(O)Cn1ncc(C(=O)OCC)c1NC(=O)NCc1ccc(C(F)(F)F)cc1 (configuration not stated)	85	63	63	80	.	89	62	81
Continuation:
SMILES	MALME-3M	BT-549	UACC-257	LOX IMVI	T-47D	HS 578T	UACC-62	SK-MEL-2
CSc1nc(Cl)cc(Sc2nc(N)nc3nc[nH]c23)n1	79	94	85	60	79	101	83	96
NS(=O)(=O)c1ccc(Nc2nc(NNC(=O)CN3CCOCC3)nc(Nc3ccccc3)n2)cc1	94	91	101	96	97	102	98	104
C#CCn1cc(/C=N/Nc2nc(-c3ccc(Cl)c(Cl)c3)cs2)c2ccccc21	103	122	105	91	78	104	91	100
CC(C)NS(=O)(=O)c1ccccc1	104	95	93	120	91	108	103	89
COc1cc(C)c(C(=O)Oc2cc(C)c(C(=O)O)c(O)c2)c(O)c1	99	67	113	101	96	.	105	118
[O-][N+](=Nc1ccc(Sc2ccccc2)cc1)c1ccc(Sc2ccccc2)cc1	94	91	91	87	63	103	75	114
O=c1oc2ccc(I)cc2c(=O)n1-c1ccc(Br)cc1F	-27*	.	-14*	11	-7.4*	-4.9*	-15*	-28*
Cc1cc(O)cc(C)c1Cl	102&98	103&101	120&111	102&106	106&100	110&113	100&104	108
CCOC(=O)c1cc(C(=O)c2cc(OC)cc(OC)c2)n2cnc(-c3ccc(Cl)cc3)cc12	98	86	83	101	92	103	96	90
O=C(Nc1ccccc1Cl)c1ccccc1	106	.	105	97	.	91	.	103
C[C@@H]1C(=O)N(C[C@@H](Cc2ccccc2)NC(=O)OCc2ccccc2)[C@]1(Cc1ccccc1)C(=O)OCc1ccccc1	25	61	20	52	22	55	43	.
CN1CCN(c2c(F)cc(NC3=C(Cl)C(=O)c4ncccc4C3=O)cc2F)CC1	-6.4*	106	69	5.9*	16	97	100	99
O=C(O)c1ccccc1-c1c2cc([N+](=O)[O-])c(=O)c(Br)c-2oc2c(Br)c(O)c([N+](=O)[O-])cc12	77	.	105	99	103	102	98	.
CN(C)CC/C=C1/c2ccccc2COc2ccccc21	112&82	104&76	97&98	98&93	103&81	97&90	106&88	108&107
COc1ccc2c(c1)/C(=C/c1cc(-c3ccc(OC)c(OC)c3)n[nH]1)C(=O)N2	63	98	143	84	58	105	96	81
COc1ccc2nc(NS(=O)(=O)c3ccc(N=Cc4ccccc4O)cc3)sc2c1	113	96	111	103	81	110	105	108
NNC(=O)c1cc(-c2ccc(Cl)cc2)n(-c2ccc(S(N)(=O)=O)cc2)n1	99	110	93	89	99	95	99	101
CCN(CC)CCN1C(=O)c2ccccc2S1(=O)=O	120	107	102	102	105	105	114	117
CCN(CC)C(=O)c1nnn(-c2ccc(N)cc2)c1C	114	112	76	93	93	91	99	99
CC1=C(Cl)C(=O)c2cc(C)ccc2C1=O	114	98	106	100	97	104	96	100
Brc1ccc(/C=N\N=c2\scc(-c3ccc(Br)cc3)n2/N=C/c2ccc(Br)cc2)cc1	110	109	88	107	95	103	97	107
CC(C)N(C)C1=CC(=O)C(N(C)C(C)C)=CC1=O	195	109	127	90	100	.	.	.
COc1ccc2[nH]c(O)c(N=Nc3nc(-c4cc5ccccc5oc4=O)cs3)c2c1	87	74	100	79	112	88	94	107
IC(I)I	.	103	109	.	.	-4.1*	89	108
COc1cc(OC)c(C(=O)/C=C/c2cccc(C#N)c2)c(OC)c1	35	-3.2*	32	-6.0*	4.1*	18	11	-35*
CC(=O)c1sc2c(c1C)c(=O)nc1c(C#N)n[nH]n12	106	111	.	97	93	97	101	102
CC(=O)[C@@]1(O)CC[C@H]2[C@@H]3C[C@H](C)C4=CC(=O)CC[C@]4(C)[C@H]3CC[C@@]21C	105	100	99	94	83	.	82	97
O=C(CSc1nnc2sc(Nc3ccc(C(F)(F)F)cc3)nn12)c1ccc(F)cc1	111	103	101	95	74	95	79	101
Clc1ccc(-c2nnc(-c3ccco3)o2)cc1	113	101	94	98	99	107	94	.
O=C1NC(=O)C(c2ccccc2)=C1Nc1ccc(C(=O)Nc2ccccc2)cc1	76	90	108	92	69	96	85	89

In the list so far, 17 have a Cl atom:
SMILES	MALME-3M	BT-549	UACC-257	LOX IMVI	T-47D	HS 578T	UACC-62	SK-MEL-2
COc1ccc(/C(C)=C(\c2ccc(Cl)cc2)c2ccc(OCCCN(C)C)cc2)cc1F	17	88	17	-74*	67	56	46	97
Clc1nc2ccccc2nc1Cl	115&98	99&98	104&98	94&99	109&95	98&96	99&93	102&105
CN(CCC(=O)/C(=C\c1ccccc1)c1ccc(Cl)cc1)Cc1ccccc1	18	13	54	-58*	15	29	-37*	58
N#Cc1c(-c2ccc(Cl)cc2)nc(SCC(=O)c2ccc(Br)cc2)[nH]c1=O	110	117	106	103	105	94	112	104
O=C(O)CCCN1C(=O)/C(=C/C(Cl)=C/c2ccccc2)SC1=S	-3.0*	7.7*	41	-56*	45	32	10	59
COc1ccc(/C=N/N=C(/C)c2nnn(-c3ccc(Cl)cc3)c2C)cc1	90	104	93	101	95	101	92	103
O=C(NS(=O)(=O)c1ccc(Cl)cc1)n1ccc2cc(Br)cnc21	102	95	103	103	98	110	101	95
CCSc1cc(Cl)nc(N)n1	121	116	21	97	108	109	90	106
CSc1nc(Cl)cc(Sc2nc(N)nc3nc[nH]c23)n1	79	94	85	60	79	101	83	96
C#CCn1cc(/C=N/Nc2nc(-c3ccc(Cl)c(Cl)c3)cs2)c2ccccc21	103	122	105	91	78	104	91	100
Cc1cc(O)cc(C)c1Cl	102&98	103&101	120&111	102&106	106&100	110&113	100&104	108
CCOC(=O)c1cc(C(=O)c2cc(OC)cc(OC)c2)n2cnc(-c3ccc(Cl)cc3)cc12	98	86	83	101	92	103	96	90
O=C(Nc1ccccc1Cl)c1ccccc1	106	.	105	97	.	91	.	103
CN1CCN(c2c(F)cc(NC3=C(Cl)C(=O)c4ncccc4C3=O)cc2F)CC1	-6.4*	106	69	5.9*	16	97	100	99
NNC(=O)c1cc(-c2ccc(Cl)cc2)n(-c2ccc(S(N)(=O)=O)cc2)n1	99	110	93	89	99	95	99	101
CC1=C(Cl)C(=O)c2cc(C)ccc2C1=O	114	98	106	100	97	104	96	100
Clc1ccc(-c2nnc(-c3ccco3)o2)cc1	113	101	94	98	99	107	94	.
